From PubChem
Tb PFK inh – inhibitors of T. brucei phosphofructokinase; O15648; T. brucei PFK, ADP-Glo luminescence; Potency, µM (highest dose often 57.5 µM), inactives show at the top dose activity, negative = inhibition, hits mostly inhibitors; 330,000 compounds, 0.17% hits; AID 485367;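 note: potency is the fitted concentration of half-maximal effect; 0% = uninhibited 1x PFK enzyme wells and -100% = no-enzyme wells; nearly all actives have a fitted effect of over 60% in size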
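Compounds were pin-transferred as a titration series up to 57 uM into substrate buffer (0.5 mM F6P, 0.1 mM ATP, pH 8.0), then 1.25 nM PFK was added and reactions ran 45 min before ADP-Glo detection.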
A-T KAP1 phos – potential ataxia-telangiectasia treatments restoring KAP-1 phosphorylation; […] A-T fibroblasts, KAP-1 phosphorylation AlphaLISA; neocarzinostatin DNA damage 30 min before lysis; Potency, µM (top dose mostly 57.5 µM), for the others: at the top dose activation, hits mostly activators; 320,000 compounds, 0.19% hits; AID 485349; note: potency is the fitted concentration of half-maximal effect; % of control where 0% means no effect; nearly all actives have a fitted effect of over 45% in size
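ATM-like activity read as KAP-1 phosphorylation via AlphaLISA donor/acceptor antibody pairs after lysis and 6 hr at 25C. Cells were ATM-null patient fibroblasts ([…], hTERT), dosed 60 min, then exposed to the DSB inducer NCS for 30 min.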
TCR activator – activators of T cell receptors; Potency, µM (top dose mostly 9.22 µM), for inactives: top-dose activation of IL-2 secretion, usual class: activators; primary human leukocytes, anti-CD3, IL-2 HTRF, 48 h; AID 504894; 330,000 tested, under 10 active; note: % of control where 0% means no effect
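Primary human leukocytes were stimulated with a-CD3 beads plus compounds for 48 hr without co-stimulation; secreted IL-2 was quantified by HTRF using a-IL-2-K (europium cryptate) and a-IL-2-d2, excited at 320nm with acceptor emission read at 665nm.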
BCR signal inh – blocks chronic active B-cell receptor signaling. ABC-DLBCL IkBa-CBG/CBR reporter, luminescence ratio, 4 h. AID 493014. 340,000 compounds, 0.05% hits. Potency, µM (doses to about 46.1 µM), for inactives: at the top dose ratio change, negative = lower green/red ratio, usual class: inhibitors; active = well fitted inhibition curve with a large enough effect in the signal ratio, with a control signal flat, not every such curve was filed as active; inconclusive = small, poorly fitted or top-dose-only effect, or effect the other way, or a change in a side signal; the % refers to the signal ratio;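 note: potency is the fitted concentration of half-maximal effect; plate controls were basal doxycycline-induced cells for no effect and cells given 10 µM MG132 for full effect; MG132 reads +100%, hits lower the ratio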
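TMD8 human ABC-DLBCL cells with doxycycline-inducible IκBα–green luciferase fusion and unfused red luciferase, in 0.5% FBS medium; compounds up to 46 uM, 4 h at 37C. Green/red luminescence ratio, filter-overlap corrected, fitted to concentration-response curves.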
GALK inh – inhibitors of human galactokinase; P51570; Purified GALK, Kinase-Glo residual ATP luminescence; Potency, µM (highest dose often 57.5 µM), for inactives: top-dose activity change, negative = inhibition, most hits filed as inhibitors; 270,000 compounds, 0.007% hits; AID 1868; note: potency is the fitted concentration of half-maximal effect; % is set by controls: 0 for no effect and ±100 for the full control effect
Target sequence (P51570 whole entry, looked up): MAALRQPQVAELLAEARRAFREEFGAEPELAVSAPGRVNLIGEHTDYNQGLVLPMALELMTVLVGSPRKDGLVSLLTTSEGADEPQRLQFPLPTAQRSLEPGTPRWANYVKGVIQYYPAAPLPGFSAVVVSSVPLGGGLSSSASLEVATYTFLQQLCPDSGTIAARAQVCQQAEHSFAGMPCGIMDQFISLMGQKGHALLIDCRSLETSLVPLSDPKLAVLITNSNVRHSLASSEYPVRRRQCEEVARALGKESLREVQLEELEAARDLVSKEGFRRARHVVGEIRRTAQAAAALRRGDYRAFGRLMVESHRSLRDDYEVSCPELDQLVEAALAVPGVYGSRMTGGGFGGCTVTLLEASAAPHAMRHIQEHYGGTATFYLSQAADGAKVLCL
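Human GALK (5 nM) with 35 uM ATP and 100 uM galactose in 20 mM HEPES pH 8.0, 5 mM MgCl2, 60 mM NaCl, 1 mM DTT, 0.01% BSA. After 1 h at room temperature, leftover ATP was read by Kinase-Glo Plus luminescence.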
TSHR antagonist – antagonists of human thyroid stimulating hormone receptor; TSHR-expressing cells, TSH-stimulated cAMP HTRF, 2 h; hits give low values; activity change, negative = inhibition, % at 11.5 µM; AID 504810; 330,000 compounds, 0.2% hits; P16473;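 active = activity change below a set negative limit, meaning inhibition stronger than a set level, cut at about -70% in these data; inconclusive = activity change between two set negative limits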; note: % is set by controls: 0 for no effect and ±100 for the full control effect
Target sequence (P16473 whole entry, looked up): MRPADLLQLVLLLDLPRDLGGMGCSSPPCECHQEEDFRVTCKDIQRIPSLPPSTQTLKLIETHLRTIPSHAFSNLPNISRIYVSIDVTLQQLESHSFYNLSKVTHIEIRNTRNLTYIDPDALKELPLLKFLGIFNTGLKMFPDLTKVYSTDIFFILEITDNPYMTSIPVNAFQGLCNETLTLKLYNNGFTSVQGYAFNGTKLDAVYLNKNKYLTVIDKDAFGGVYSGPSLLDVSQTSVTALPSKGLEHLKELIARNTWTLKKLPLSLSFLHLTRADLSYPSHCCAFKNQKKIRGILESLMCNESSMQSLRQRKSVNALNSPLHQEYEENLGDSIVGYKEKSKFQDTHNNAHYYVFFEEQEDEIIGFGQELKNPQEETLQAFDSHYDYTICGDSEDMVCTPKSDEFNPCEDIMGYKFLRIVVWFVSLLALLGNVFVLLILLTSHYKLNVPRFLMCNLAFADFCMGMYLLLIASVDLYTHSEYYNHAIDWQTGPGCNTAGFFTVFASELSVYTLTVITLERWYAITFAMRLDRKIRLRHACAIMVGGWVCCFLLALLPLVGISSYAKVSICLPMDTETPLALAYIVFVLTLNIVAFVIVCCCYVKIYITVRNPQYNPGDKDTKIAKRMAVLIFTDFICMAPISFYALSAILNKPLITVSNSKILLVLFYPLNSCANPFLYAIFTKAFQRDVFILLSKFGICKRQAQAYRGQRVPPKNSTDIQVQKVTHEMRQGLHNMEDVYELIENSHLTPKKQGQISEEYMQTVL
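Inhibition of cAMP made by TSHR-expressing cells under TSH stimulation (4nM final, EC80; 2 h, 37 deg C) is quantified with a one-step lysis HTRF kit, anti-cAMP cryptate versus cAMP-d2.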
Giardia kill – kills Giardia lamblia; Giardia lamblia trophozoite viability; activity change, % at 7.66 µM, hits read low; 340,000 compounds, 0.15% hits; AID 540267; in the data active = activity change below about -80%; inconclusive = between about -30% and that limit;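 note: parasites exposed to compound for two days anaerobically before the ATP read; % is set by controls: 0 for no effect and ±100 for the full control effect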
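Luminescence from cellular ATP indicates surviving trophozoites (100 cells/well) following 48 hrs anaerobic compound treatment at 37 deg C; signal develops 15-30 min at room temperature.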
KCNH2 WT inh – inhibitors of human wildtype KCNH2 potassium channel | Q12809 | U2OS, BacMam KCNH2, thallium flux FluxOr; hits give low values | activity change, % at 1.84 µM | 340,000 compounds, 0.37% hits | AID 720551;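 active = maximum activity change below -70%; inconclusive = maximum activity change between -70% and -50%; inactive = maximum activity change above -50%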; note: % is set by controls: 0 for no effect and ±100 for the full control effect
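U2OS cells transduced with wild-type KCNH2 virus are loaded with FluxOr dye for 45 min, and thallium flux is measured in kinetic reads before and after stimulation buffer. Rate constants are normalized to DMSO controls.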
FBPA coupling cs – counter-screen for Giardia aldolase inhibitors: coupling enzyme system; AID 2472; coupling enzyme system counterscreen, AmpLite Red fluorescence; activity change, negative = inhibition, % at 58.2 µM, hits read low; 290,000 compounds, 0.67% hits; in the data active = activity change below about -30%; note: % is set by controls: 0 for no effect and ±100 for the full control effect
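Counterscreen lacking aldolase: glyceraldehyde-3-phosphate coupling-enzyme reagent preincubated 10 min at RT with compound (at 57.5 uM final), then substrate/coupling system with AmpLite Red added; fluorescence read at 525/598 nm after 20 min RT.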
CXXC DNA block – MLL CXXC-DNA interaction inhibition; Q03164; Potency, µM (highest dose often 115 µM), for inactives: at the top dose activity change, negative = inhibition, usual class: inhibitors; 290,000 compounds, 0.037% hits; AID 2662; MLL-CXXC / FITC-HOXA9 DNA fluorescence polarization; active = well fitted inhibition curve with a large enough effect in the polarisation, with a control signal flat, not every such curve was filed as active; inconclusive = small, poorly fitted or top-dose-only effect, or effect the other way, or a change in a side signal; inactive = no such curve, though single readings can be large or run the other way; the % refers to the polarisation; note: potency is the fitted concentration of half-maximal effect
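Fluorescence polarization: 7 uM MLL-CXXC (stock) preincubated 5 min with compounds, then 50 nM fluorescein-HOX-A9 DNA (stock) added; 30 min ambient. Buffer 50 mM Tris-HCl pH 7.5, 50 mM NaCl, 1 mM DTT, 0.05% BSA.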
Numbers without * were called inactive; & = joins results of further samples; [ ] = remark or other dose. Unless noted, calls come from the whole dose curve; as a rule, active = well fitted curve in the direction sought with a large enough effect; inconclusive = small, poorly fitted or top-dose-only effect, or another doubt; inactive = no such curve, though single readings can be large; an effect the other way counts as inactive or inconclusive. Outcome played no part in choosing rows. Share with any hit: about 1.6%.

For CCN(CC(=O)Nc1ccc(NC(C)=O)cc1)C(=O)COc1ccc2ccccc2c1 the results were Tb PFK inh -3%, A-T KAP1 phos 2%, TCR activator -1%, BCR signal inh -5%, TSHR antagonist -3, Giardia kill 3 and KCNH2 WT inh 9.
Cc1ccc(CN2C(=O)C3CCCN3c3ncccc32)cc1 (configuration not stated) was read as Tb PFK inh -1%, A-T KAP1 phos 2%, TCR activator -1%, BCR signal inh inconclusive, GALK inh 2%, TSHR antagonist -4, Giardia kill 5, KCNH2 WT inh 3, FBPA coupling cs -5 and CXXC DNA block 15%.
CCOc1ccc(/C=C2\CCc3ccccc3C2=O)cc1 was read as Tb PFK inh -1%, A-T KAP1 phos -3%, TCR activator 5%, BCR signal inh inconclusive, GALK inh 14%, TSHR antagonist -6, Giardia kill inconclusive, KCNH2 WT inh 2, FBPA coupling cs -2 and CXXC DNA block 4%.
For COc1ccc(N2CCN(C(=O)C3CCN(S(=O)(=O)c4cccs4)CC3)CC2)cc1 the results were Tb PFK inh 4%, A-T KAP1 phos -4%, TCR activator -3%, BCR signal inh -1%, GALK inh 1%, TSHR antagonist -7, Giardia kill -24, KCNH2 WT inh -5, FBPA coupling cs 1 and CXXC DNA block 2%.
`CSc1nc(-c2ccc(N(C)C)cc2)c(C#N)c(=O)n1C` gave Tb PFK inh -1%, A-T KAP1 phos -5%, TCR activator -6%, BCR signal inh 8%, GALK inh 8%, TSHR antagonist 0, Giardia kill 7, KCNH2 WT inh 5, FBPA coupling cs 6 and CXXC DNA block 33%[activator].
O=C(NCCCn1ccnc1)c1cc(-c2cccs2)on1 was read as Tb PFK inh -5%, A-T KAP1 phos -1%, TCR activator -2%, BCR signal inh 7%, GALK inh 0%, TSHR antagonist 4, Giardia kill 10, KCNH2 WT inh 5, FBPA coupling cs 0 and CXXC DNA block 0%.
`CCCN(C(=O)c1cc(C)ccc1C)c1c(N)n(Cc2ccccc2)c(=O)[nH]c1=O` gave Tb PFK inh 2%, A-T KAP1 phos -3%, TCR activator 0%, BCR signal inh 4%, TSHR antagonist 4, Giardia kill 16 and KCNH2 WT inh -1.
Cc1nccc(-c2sc(-c3cccs3)nc2C)n1 was read as Tb PFK inh 0%, A-T KAP1 phos 33%, TCR activator 1%, BCR signal inh 10%, GALK inh -2%, TSHR antagonist -8, Giardia kill -9, KCNH2 WT inh -3, FBPA coupling cs -2 and CXXC DNA block -6%.
CC(OC(=O)c1nsc(Cl)c1Cl)C(=O)NC(C)(C)C (configuration not stated) was read as Tb PFK inh 1%, A-T KAP1 phos 2%, TCR activator -4%[46.1 µM], BCR signal inh 7%, GALK inh -2%, TSHR antagonist 32, Giardia kill 0, KCNH2 WT inh -11, FBPA coupling cs -4 and CXXC DNA block -2%.
Screening C=CCN(c1ccc(C(=O)N2CCN(c3ccc(F)cc3)CC2)cc1)S(C)(=O)=O returned Tb PFK inh 0%, A-T KAP1 phos -2%, TCR activator -13%, BCR signal inh 0%, GALK inh -3%, TSHR antagonist -10, Giardia kill -4, KCNH2 WT inh 13, FBPA coupling cs 3 and CXXC DNA block -2%.
N#Cc1nc(-c2ccccc2)oc1N1CCC(C(N)=O)CC1 was read as Tb PFK inh -1%, A-T KAP1 phos -6%, TCR activator 2%, BCR signal inh -10%, GALK inh 1%, TSHR antagonist -2, Giardia kill 22, KCNH2 WT inh -6, FBPA coupling cs 3 and CXXC DNA block 23%.
`COC(=O)c1ccc(NC(=O)c2cc[n+](Cc3ccccc3)cc2)cc1` gave Tb PFK inh 0%, A-T KAP1 phos -10%, TCR activator -3%, BCR signal inh 7%, GALK inh 1%, TSHR antagonist 4, Giardia kill -1, KCNH2 WT inh 7, FBPA coupling cs 0 and CXXC DNA block -3%.
`CCOC(=O)CN(C(=O)COc1nc(C)cc(C)c1C#N)c1ccc(Cl)cc1` gave Tb PFK inh -2%, A-T KAP1 phos -2%, TCR activator 3%, BCR signal inh -4%, GALK inh 0%, TSHR antagonist -5, Giardia kill 10, KCNH2 WT inh 5, FBPA coupling cs -6 and CXXC DNA block -13%.
For CCCCSCCCNC(=O)Nc1ccc(CC)cc1 the results were Tb PFK inh -5%, A-T KAP1 phos -3%, TCR activator -2%, GALK inh -4%, TSHR antagonist -10, Giardia kill -3, KCNH2 WT inh -6, FBPA coupling cs 0 and CXXC DNA block -6%.
c1ccc(CNc2ncnc3nc[nH]c23)cc1 was read as Tb PFK inh 1%, A-T KAP1 phos -3%, TCR activator 5%, BCR signal inh inconclusive, GALK inh 1%, TSHR antagonist 18, Giardia kill -27&-2&0, KCNH2 WT inh 5, FBPA coupling cs 3&-1 and CXXC DNA block 7%.
`COc1ccc2cc(C(=O)C3CCCN(C(=O)c4cncs4)C3)ccc2c1` (configuration not stated) gave Tb PFK inh -2%, A-T KAP1 phos 16%, TCR activator -1%, BCR signal inh -3%, GALK inh -5%, TSHR antagonist -10, Giardia kill 4, KCNH2 WT inh 4 and CXXC DNA block 3%.
Screening CCc1ccc(N2CC(C(=O)OCC(=O)NC3CCS(=O)(=O)C3)CC2=O)cc1 (configuration not stated) returned Tb PFK inh 2%, A-T KAP1 phos -1%, TCR activator 6%[46.1 µM], BCR signal inh 0%, GALK inh -3%, TSHR antagonist 0, Giardia kill 2, KCNH2 WT inh -4, FBPA coupling cs 3 and CXXC DNA block 8%.
Screening O=C(CCCOc1ccccc1)NCc1ccco1 returned Tb PFK inh 1%[0.46 µM], A-T KAP1 phos 13%, TCR activator -1%, BCR signal inh 0%, GALK inh -1%, TSHR antagonist -6, Giardia kill -5, KCNH2 WT inh 3, FBPA coupling cs -1 and CXXC DNA block -8%.
`COc1cccc(/C=N/NC(=O)c2cnn(-c3ccccc3)c2N)c1` gave Tb PFK inh -8%, A-T KAP1 phos -9%, TCR activator 0%, BCR signal inh inconclusive, GALK inh -1%, TSHR antagonist -4, Giardia kill -24, KCNH2 WT inh 0, FBPA coupling cs -3 and CXXC DNA block 0%.
For CCOC(=O)c1ccc(-n2c(-c3ccco3)nc3ccccc3c2=O)cc1 the results were Tb PFK inh -14%, A-T KAP1 phos 4%, TCR activator 5%, BCR signal inh inconclusive, GALK inh 6%, TSHR antagonist 3, Giardia kill -5, KCNH2 WT inh 8, FBPA coupling cs 1 and CXXC DNA block -5%.
`Cc1ccc(NC(=O)Cn2c(CCC(=O)O)ccc2-c2ccc(Cl)cc2)cc1` gave Tb PFK inh 2%, A-T KAP1 phos -20%, TCR activator -2%, BCR signal inh inconclusive, GALK inh 6%, TSHR antagonist -7, Giardia kill -10, KCNH2 WT inh 4, FBPA coupling cs 5 and CXXC DNA block -11%.
Cc1ccc(N2C(=O)C3CCCN3C2=S)cc1C (configuration not stated) was read as Tb PFK inh -6%, A-T KAP1 phos -11%, TCR activator 7%, BCR signal inh 1%, GALK inh 3%, TSHR antagonist 6, Giardia kill 6, KCNH2 WT inh 0, FBPA coupling cs 2 and CXXC DNA block 2%.
For CC(=O)Nc1ccc(N=Cc2ccc(OCc3ccccc3)cc2)cc1 the results were Tb PFK inh -7%, A-T KAP1 phos -2%, TCR activator -6%[46.1 µM], BCR signal inh 22%, GALK inh 0%, TSHR antagonist -2, Giardia kill 1, KCNH2 WT inh -3, FBPA coupling cs -1 and CXXC DNA block -3%.
`COc1ccc(-c2cc(C(=O)NCCN3CCOCC3)c3ccccc3n2)c(OC)c1` gave TCR activator 2%, GALK inh -2%, Giardia kill -7, KCNH2 WT inh -10, FBPA coupling cs 0 and CXXC DNA block -7%.
O=C(CSc1nc2ccccc2c(=O)n1-c1ccc(F)cc1)Nc1cc(S(=O)(=O)N2CCOCC2)ccc1Cl was read as Tb PFK inh 0%, A-T KAP1 phos 3%, TCR activator -1%, BCR signal inh inconclusive, GALK inh 1%, TSHR antagonist 3, Giardia kill -11, KCNH2 WT inh -2, FBPA coupling cs -1 and CXXC DNA block 0%.
COc1ccc(C(=O)N(CCc2ccccc2)Cc2ccccc2)cc1S(=O)(=O)N1CCOCC1 was read as Tb PFK inh -3%, A-T KAP1 phos 3%, TCR activator -1%, BCR signal inh 5%, TSHR antagonist -1, Giardia kill 5 and KCNH2 WT inh 3.
`CCOc1ccc(CNC(=O)CCCc2cn(C)c3ccccc23)cc1OC` gave Tb PFK inh -6%, A-T KAP1 phos 17%, TCR activator 0%, BCR signal inh inconclusive, TSHR antagonist -2, Giardia kill -15, KCNH2 WT inh 0, FBPA coupling cs 0 and CXXC DNA block 6%.
`CCn1c(=O)c2sccc2n(Cc2cccc(C)c2)c1=O` gave Tb PFK inh -2%, A-T KAP1 phos -8%, TCR activator 11%, BCR signal inh 4%, GALK inh -7%, TSHR antagonist 25, Giardia kill -4, KCNH2 WT inh 2, FBPA coupling cs 3 and CXXC DNA block 18%.
c1ccc(-c2nccc(-c3ccc(-n4cnc5ccccc54)cc3)n2)cc1 was read as Tb PFK inh 0%, A-T KAP1 phos 5%, TCR activator -1%, BCR signal inh -12%, GALK inh 0%, TSHR antagonist -5, Giardia kill 1, KCNH2 WT inh -3, FBPA coupling cs 4 and CXXC DNA block 66%[activator].
